SMARCA2 act = SMARCA2 (BRM) function activators, primary screen, cell-based, luminescence, high throughput; MG213 cells, MMTV-luciferase reporter, dexamethasone, overnight; activation, % at 9.1 µM; actives 1% (n = 370,000); in the data active = activation above about 7.8%;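 also: 0% = vehicle wells and 100% = reference activator wells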
ssDAF-12 act = S. stercoralis DAF-12 nuclear receptor activators, primary screen, cell-based, luminescence, HEK293, GRIP1 co-expression, lit1-tk-luc | actives 1% (n = 370,000) | activation, % at 6.8 µM | HEK293 ssDAF-12/GRIP1 lit1-tk-luc reporter; % of 3 µM dafachronic acid response | AID 652126, 2013 | Nuclear hormone receptor DAF-12 (Strongyloides stercoralis);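 active = activation above the mean over all tested compounds plus 3 SD, cut at about 0.9% in these data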;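 also: 0% = DMSO-only wells and 100% = 3 µM delta7-dafachronic acid wells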
GAA850 FXN act = FXN promoter activators, primary screen, cell-based, luciferase luminescence, HEK293 lucGAA850. activation, % at 6 µM. actives 0.56% (n = 360,000). HEK293 lucGAA850 FXN promoter luciferase reporter, 24 h; percent of 10 µM SAHA response;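 active = activation above the average of all compounds screened plus 3 SD, cutoff fixed separately per campaign, cut at about 7.5% in these data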;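 also: 0% = DMSO wells and 100% = 10 µM SAHA wells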
NR1D1 modulator = modulators of Rev-erb alpha DNA binding, primary screen, biochemical, FITC-DNA, fluorescence polarization, uHTS | Nuclear receptor subfamily 1 group D member 1 (Homo sapiens), P20393 | Rev-erbα–FITC-DNA binding, 90 min | activity, % at 10 µM | actives 0.79% (n = 370,000) | AID 1259318, 2017;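 active = activity above about 14%, limit read from the data; passing the limit was not always enough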;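 also: 0% = DMSO wells with 35 nM protein and 100% = DMSO wells with 750 nM protein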
Target sequence (P20393 whole entry, looked up): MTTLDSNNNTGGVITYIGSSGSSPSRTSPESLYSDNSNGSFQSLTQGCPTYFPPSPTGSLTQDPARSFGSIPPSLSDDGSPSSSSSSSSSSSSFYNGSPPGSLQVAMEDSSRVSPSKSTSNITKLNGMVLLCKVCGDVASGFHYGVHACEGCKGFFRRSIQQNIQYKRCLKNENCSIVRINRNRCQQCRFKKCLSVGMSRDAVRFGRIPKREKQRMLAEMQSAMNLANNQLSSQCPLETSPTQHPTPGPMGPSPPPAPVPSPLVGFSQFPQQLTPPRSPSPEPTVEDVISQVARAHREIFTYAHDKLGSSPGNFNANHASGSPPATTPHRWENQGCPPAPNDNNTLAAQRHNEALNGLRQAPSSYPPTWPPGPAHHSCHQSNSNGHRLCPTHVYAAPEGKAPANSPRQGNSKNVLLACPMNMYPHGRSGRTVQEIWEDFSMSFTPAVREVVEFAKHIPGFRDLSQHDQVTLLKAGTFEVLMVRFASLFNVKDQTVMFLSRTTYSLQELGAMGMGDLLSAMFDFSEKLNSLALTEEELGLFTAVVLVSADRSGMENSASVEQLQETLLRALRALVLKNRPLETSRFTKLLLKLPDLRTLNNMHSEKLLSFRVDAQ
sPLA2-III inh = human group III sPLA2 inhibitors, primary screen, biochemical, QFRET, BODIPY PC-A2 liposome substrate. Group 3 secretory phospholipase A2 (Homo sapiens), Q9NZ20. QFRET BODIPY PC-A2 liposome hydrolysis, fluorescence. inhibition, % at 12.2 µM. actives 0.56% (n = 370,000). AID 743126, 2013;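 active = inhibition above mean plus 3 SD of compounds lying within the high and low control bounds, cut at about 19% in these data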;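 also: 0% = median of test compound wells and 100% = no enzyme DMSO wells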
Target sequence (Q9NZ20 whole entry, looked up): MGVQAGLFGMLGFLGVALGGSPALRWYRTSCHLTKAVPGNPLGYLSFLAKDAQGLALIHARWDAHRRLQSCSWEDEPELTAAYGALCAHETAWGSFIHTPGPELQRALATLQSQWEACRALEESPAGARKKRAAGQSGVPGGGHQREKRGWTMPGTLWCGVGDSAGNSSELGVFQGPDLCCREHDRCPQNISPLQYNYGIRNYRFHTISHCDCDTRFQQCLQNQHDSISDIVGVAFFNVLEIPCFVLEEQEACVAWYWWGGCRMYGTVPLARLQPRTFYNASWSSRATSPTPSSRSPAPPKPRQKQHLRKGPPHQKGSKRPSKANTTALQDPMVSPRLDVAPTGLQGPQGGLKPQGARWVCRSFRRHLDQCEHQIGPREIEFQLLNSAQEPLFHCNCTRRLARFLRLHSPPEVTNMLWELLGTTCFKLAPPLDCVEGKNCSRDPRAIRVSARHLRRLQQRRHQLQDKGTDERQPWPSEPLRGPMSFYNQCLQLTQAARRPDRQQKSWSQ
PLC-beta3 inh = human PLC-beta3 inhibitors, primary screen, biochemical, fluorescence; 1-phosphatidylinositol 4,5-bisphosphate phosphodiesterase beta-3 (Homo sapiens), Q01970; Purified PLC-beta3, fluorogenic substrate; inhibition, % at 12.2 µM; actives 0.18% (n = 370,000); in the data active = inhibition above about 11%;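 also: 0% = median of compound wells on plate and 100% = full blocker control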
DAX1 inh-1 = DAX1 (NR0B1) inhibitors, primary screen, cell-based, HEK293, Gal4-DAX1, luciferase luminescence; Nuclear receptor subfamily 0 group B member 1 (Homo sapiens), P51843; HEK293 Gal4-DAX1 luciferase reporter; inhibition, % at 6.75 µM; actives 0.99% (n = 340,000); AID 504766, 2011;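 active = inhibition above the mean over all tested compounds plus 3 SD, cut at about 4.2% in these data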;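 also: 0% = DAX1-transfected cells with DMSO and 100% = empty-vector control cells with DMSO; inhibition shows as a rise in luminescence from relieved DAX1 repression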
PG9 binder = binders of HIV-1 gp120 antibody PG9, primary screen, biochemical, TR-FRET; TR-FRET gp120-PG9 antibody binding; inhibition, % at 6.7 µM; actives 0.43% (n = 360,000); in the data active = inhibition above about 8.5%
hcDAF-12 act = H. contortus DAF-12 nuclear receptor activators, primary screen, cell-based, luminescence, HEK293, lit1-tk-luc reporter; HEK293 hcDAF-12 lit1-tk-luc reporter; 0% DMSO, 100% Δ7-dafachronic acid; activation, % at 6.8 µM; actives 1.4% (n = 370,000); AID 652067, 2013;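 active = activation above the mean of all tested compounds plus 3 SD, cut at about 5.5% in these data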;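 also: 100% = response to 3 µM Δ7-dafachronic acid high control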
DAX1 inh-2 = DAX1 (NR0B1) inhibitors on StAR promoter, primary screen, cell-based, luminescence, SF-1 (NR5A1), full-length DAX-1 | actives 1.1% (n = 370,000) | inhibition, % at 6.8 µM | AID 652010, 2013 | HEK293T StAR-luciferase reporter, SF-1/DAX-1 repression relief;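 active = inhibition above the mean over all tested compounds plus 3 SD, cut at about 3.6% in these data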;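 also: 0% = DAX-1 cells with DMSO and 100% = cells lacking DAX-1 with DMSO; higher inhibition means more luminescence from relief of DAX-1 repression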
hgDAF12 agonist = H. glycines DAF-12 receptor agonists, primary screen, cell-based, luminescence, HEK293, GAL4 fusion, UAS-luciferase | actives 1.8% (n = 370,000) | Nuclear hormone receptor DAF-12 (Heterodera glycines), GAL4 fusion | HEK293 GAL4-hgDAF12 UAS-luciferase reporter, agonist luminescence; normalized to butyrate control | activation, % at 6.8 µM | AID 687014, 2013;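 active = activation above a cutoff set at the mean of all screened compounds plus 3 SD, cut at about 10% in these data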;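 also: 0% = DMSO wells and 100% = sodium butyrate wells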
An asterisk follows results filed as active; i = inactive; x = no result given.

Start of the data: the first two entries (preview)
SMILES | SMARCA2 act | ssDAF-12 act | GAA850 FXN act | NR1D1 modulator | sPLA2-III inh | PLC-beta3 inh | DAX1 inh-1 | PG9 binder | hcDAF-12 act | DAX1 inh-2 | hgDAF12 agonist
Cc1ccc(SCC(=O)OCC(=O)NC2CCCCCCC2)cc1 | -3 | -0.7 | 0.1 | 1 | -9 | -8 | -0.1 | 0.2 | -0.2 | 2.0 | -0.7
Cc1ccc(NC(=O)Cn2cc(C(F)(F)F)cc(Cl)c2=O)cc1Cl | -2 | -1.2 | 2.4 | 9 | 1 | 4 | -1.1 | 2.8 | -0.3 | 0.3 | 1.8

Results, from the start:
SMILES | SMARCA2 act | ssDAF-12 act | GAA850 FXN act | NR1D1 modulator | sPLA2-III inh | PLC-beta3 inh | DAX1 inh-1 | PG9 binder | hcDAF-12 act | DAX1 inh-2 | hgDAF12 agonist
Cc1ccc(SCC(=O)OCC(=O)NC2CCCCCCC2)cc1 | -3 | -0.7 | 0.1 | 1 | -9 | -8 | -0.1 | 0.2 | -0.2 | 2.0 | -0.7
Cc1ccc(NC(=O)Cn2cc(C(F)(F)F)cc(Cl)c2=O)cc1Cl | -2 | -1.2 | 2.4 | 9 | 1 | 4 | -1.1 | 2.8 | -0.3 | 0.3 | 1.8
COc1cnc(-c2ccccc2)nc1Oc1cccc(C)c1 | 2 | -1.3 | 2.0 | -4 | 0 | 0 | -0.1 | -0.1 | -2.5 | 0.0 | -0.2
O=C(c1ccco1)N1CCN(C(=O)c2ccco2)C1=S | 4 | -0.8 | -8.6 | 0 | 13 | 0 | -0.1 | -0.8 | -1.5 | 0.0 | 1.8
CCc1c(C(=O)NC2CCCCC2)[nH]c(C)c1C(C)=O | -4 | -1.8 | -0.9 | 1 | 2 | -1 | 0.8 | -0.2 | -1.0 | 0.4 | -0.9
CC(=O)Nc1ccc(NC(=O)c2cc(-c3ccc(C)cc3O)n[nH]2)cc1 | 2 | -0.6 | -0.7 | -16 | -16 | -9 | -1.1 | 1.6 | 0.9 | 0.1 | 1.5
O=C(Nc1ccc2oc(Cc3ccc(Cl)cc3)nc2c1)c1cccnc1 | -3 | -0.3 | 1.4 | -2 | -4 | 0 | -0.6 | -2.2 | -3.4 | 0.0 | -2.6
Cc1cc(C(=O)Nc2sc(C)c(-c3ccc(F)cc3)c2C(N)=O)no1 | 5 | -0.5 | 8.4* | 4 | -13 | -4 | 2.6 | -1.2 | 1.8 | 1.1 | 6.1
CCC(C)NS(=O)(=O)c1ccc(NC(=O)c2cccs2)cc1 (centres undefined) | -1 | -1.3 | 1.3 | 4 | -9 | 2 | 0.4 | -0.2 | -1.7 | -0.7 | 1.3
Nc1cccc2c1nnn2C1OC(CO)C(O)C(O)C1O (centres undefined) | -1 | -0.4 | -3.2 | 0 | -1 | -195 | 1.6 | -1.1 | -0.6 | 0.7 | 1.2
Cc1c(C(=O)N/N=C/c2cccs2)nc2ccccn12 | 2 | -1.0 | 3.1 | 5 | 12 | 3 | 0.8 | -3.4 | -0.5 | 0.0 | 3.0
CNC(=O)Nc1cccc(-c2ccnc(C)n2)c1 | -3 | -0.1 | -0.8 | 0 | 12 | -5 | 1.6 | 0.6 | 0.0 | -0.1 | -0.1
CN(C)/C=N/c1c(C(=O)NCc2ccccc2)nnn1Cc1ccccc1 | -2 | -1.0 | 0.2 | 1 | -1 | -2 | 0.5 | 1.1 | -1.7 | -0.6 | -0.5
CC(C)(C)c1cc(CCC(=O)NCc2ccccn2)cc(C(C)(C)C)c1O | -3 | -1.4 | 1.7 | -8 | 13 | -9 | -0.3 | 2.1 | -1.1 | -1.6 | -2.4
COC(=O)c1cccc(COC(=O)CNC(=O)c2ccco2)c1 | -3 | -0.7 | 1.4 | 2 | 4 | 0 | 0.5 | -1.6 | -0.1 | -0.2 | 0.7
CCOC(=O)c1c(NC(=O)C2CCCCC2)sc2c1CCN(CC)C2 | -2 | -1.4 | 1.0 | 0 | 2 | -3 | 1.6 | 1.3 | -1.8 | 0.8 | 0.0
Cc1c(NC(=O)C2CCCN2S(=O)(=O)c2ccc(Cl)cc2)c(=O)n(-c2ccccc2)n1C (centres undefined) | -1 | -0.2 | -0.3 | 0 | 1 | -18 | -1.0 | -0.7 | -0.8 | 0.3 | -0.3
O=Cc1cc(N=Nc2ccccc2Cl)ccc1O | 5 | -1.2 | 0.2 | 10 | 4 | -1 | -0.7 | -1.7 | 0.8 | 3.4 | 7.2
CCN(CC)C(=O)c1sc2nc(-c3ccccc3)ccc2c1N | 9.8* | -0.9 | -7.3 | 0 | -9 | -116 | 0.9 | 1.4 | 0.9 | 2.5 | 3.3
COc1cc(-c2nc(-c3ccccc3)c(-c3cccs3)[nH]2)cc(OC)c1OC | -3 | -1.4 | -7.2 | 1 | -6 | -186 | 2.3 | 0.2 | -1.0 | -0.7 | -3.9
CNC(=O)C1=C(C)NC(=S)NC1c1cc2c(cc1OC)CCCC2 (centres undefined) | -1 | -1.5 | 0.0 | 4 | 11 | 4 | -0.7 | 1.7 | -0.7 | -0.1 | -2.8
CC1CC(C)CN(S(=O)(=O)c2ccccc2[N+](=O)[O-])C1 (centres undefined) | 0 | -2.0 | -0.7 | 2 | 0 | 3 | -2.2 | -1.5 | -1.2 | -0.1 | -0.9
Cc1ccc(OCC(=O)Nc2ccc3c(c2)nc(CCN2CCCC2)n3C)cc1 | -2 | -1.7 | 0.2 | -6 | 7 | -6 | 2.7 | 0.2 | -2.4 | 0.0 | -6.1
COc1ccc(C2CC(=O)C(c3ccccc3)=CN2Cc2ccccc2)cc1 (centres undefined) | -3 | -0.6 | x | 8 | -2 | -32 | x | 1.2 | -1.8 | -1.7 | -1.2
COc1ccccc1C(=O)Nc1ccccc1N1CCCCC1 | 0 | -1.2 | 2.5 | 1 | -9 | -12 | -1.9 | -3.0 | -3.7 | -1.1 | 2.3
O=C(c1ccc(Cl)c(S(=O)(=O)N2CCCC2)c1)N1CCN(c2ccccn2)CC1 | -3 | -1.1 | -5.7 | 2 | 2 | 4 | -0.8 | -1.4 | -1.6 | -1.7 | -5.1
CC1CC(=O)N(CC(=O)Nc2cccc(Cl)c2)c2ccccc2S1(=O)=O (centres undefined) | -1 | 0.5 | -1.1 | 3 | -7 | -17 | -0.8 | -0.1 | -2.4 | -0.2 | -1.0
COc1ccc(Cn2ccc3ccc(-c4ccc5ccn(Cc6ccccc6C)c5c4)cc32)cc1 | -1 | -0.4 | x | 0 | 4 | -89 | x | x | -1.8 | -0.3 | 8.2
COc1cc2[nH]c(C(=O)N3CCC(Cc4ccccc4)CC3)cc2c(OC)c1OC | -5 | -1.1 | 0.5 | -2 | -13 | -90 | -0.4 | -1.6 | -1.6 | -0.4 | -0.1
COc1ccc(NC(=O)c2ccc(OC(=S)N(C)c3ccc(OC)cc3)cc2)cc1 | -6 | -0.9 | -1.8 | 4 | 0 | 0 | -0.1 | 0.2 | -1.1 | 0.0 | 0.2
Cc1cc(=O)oc2cc(O)cc(O)c12 | 1 | -0.5 | 0.5 | -1 | -5 | i | 0.4 | 0.8 | -0.7 | -0.4 | 3.1
CC(=O)c1cccc(NC(=S)NC(=O)c2ccc(C)cc2Cl)c1 | 3 | -1.5 | 3.4 | 2 | 2 | 1 | -0.9 | -1.4 | 0.0 | 0.5 | 7.8
CCCCOC(=O)c1ccc(NC(=O)CSc2nnnn2C)cc1 | -4 | -1.4 | 0.3 | 4 | -8 | 1 | 0.7 | -1.9 | -0.2 | -0.3 | 0.5
COc1ccc(NC(=O)CCCCCN2C(=O)CCC2=O)cc1Cl | -2 | -1.2 | -0.5 | 2 | -5 | 5 | 0.7 | -1.9 | -1.3 | -0.1 | -0.7
O=C(Nc1cccc(-c2nnc(-c3ccco3)o2)c1)c1ccccc1 | 0 | -2.0 | 2.9 | 0 | -4 | -1 | x | -1.3 | -3.0 | -1.0 | -5.0
O=C(Nc1ccc(F)c(F)c1)c1cccnc1 | 3 | -1.5 | 1.0 | -5 | 6 | 4 | 0.9 | -1.1 | -0.3 | -0.2 | -3.3
CC(C)Cn1cc(C(=O)N2CCN(c3ccccn3)CC2)c2c3ccccc3n(C)c2c1=O | -1 | -2.1 | 1.9 | 1 | -17 | -14 | -0.5 | -1.6 | -1.8 | -1.2 | -3.0
Cc1cc(C)c(C)c(OC(=O)c2sc(Cl)nc2C)c1 | 7 | -1.6 | -4.9 | 3 | 3 | 3 | 0.9 | -0.9 | -0.4 | -0.2 | -2.0
CS(=O)(=O)n1nc(-c2ccccc2)nc1NCc1ccco1 | 2 | -1.2 | 4.3 | -5 | -4 | -4 | 1.3 | -1.4 | -1.1 | 0.6 | 2.3
CCCCN(C)S(=O)(=O)c1ccc(C(=O)Nc2nnc(CSC)o2)cc1 | -5 | -1.4 | -0.1 | -2 | -9 | 1 | -1.6 | -1.3 | 0.2 | -1.4 | -1.8
CN(C)S(=O)(=O)c1ccc(Cl)c(NC(=O)COC(=O)C2CCCO2)c1 (centres undefined) | 0 | -1.7 | 0.9 | -8 | 3 | -7 | 0.7 | -0.1 | -1.1 | -0.2 | 1.8
CCSc1nnc(-c2ccc(S(=O)(=O)N3CCOCC3)cc2)n1C | -3 | -1.3 | 0.2 | 0 | 6 | -2 | -0.1 | 0.8 | 2.0 | 0.1 | -1.0
Cc1ccc(C(=O)Nc2cccc(NC(=O)CN3CCCCC3)c2)cc1 | 0 | -1.2 | 1.9 | -6 | -3 | -5 | 0.0 | -2.4 | -0.4 | 0.4 | 2.8
C/C=C/c1ccc(OCCOc2cccc3cccnc23)c(OC)c1 | -1 | -0.2 | 2.5 | 1 | -11 | 0 | 0.3 | 2.3 | 3.0 | -0.3 | 3.7
O=C(Cc1ccc(Cl)cc1)Nc1cccnc1 | -1 | -0.7 | -0.1 | -2 | -4 | -15 | -0.8 | 1.4 | -1.1 | -0.1 | -0.8
Cc1nn(C)c(C(=O)Nc2cccc(CN3CCOCC3)c2)c1Br | 2 | -1.8 | 3.1 | 1 | 0 | 1 | -0.4 | -2.6 | -1.4 | -0.3 | -0.5
Cc1noc(C)c1C(=O)OCC(=O)NCc1ccc(Cl)cc1 | 1 | -0.8 | -0.4 | -8 | -1 | -3 | -0.2 | 0.7 | -0.7 | 0.4 | 0.5

From PubChem BioAssay

No enrichment for hits; about 7% have a hit in one of these screens.
